From PubChem BioAssay
FXIa inh: inhibitors of human coagulation factor XIa; inhibition, % at 10 µM; P03951; 0.3% of 33,000 active; purified human FXIa, fluorogenic AMC substrate cleavage;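 active = inhibition above 40% in the primary screen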;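 note: 0% = enzyme without compound and 100% = blank wells lacking enzyme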
Target sequence (P03951 19-387 limits assumed): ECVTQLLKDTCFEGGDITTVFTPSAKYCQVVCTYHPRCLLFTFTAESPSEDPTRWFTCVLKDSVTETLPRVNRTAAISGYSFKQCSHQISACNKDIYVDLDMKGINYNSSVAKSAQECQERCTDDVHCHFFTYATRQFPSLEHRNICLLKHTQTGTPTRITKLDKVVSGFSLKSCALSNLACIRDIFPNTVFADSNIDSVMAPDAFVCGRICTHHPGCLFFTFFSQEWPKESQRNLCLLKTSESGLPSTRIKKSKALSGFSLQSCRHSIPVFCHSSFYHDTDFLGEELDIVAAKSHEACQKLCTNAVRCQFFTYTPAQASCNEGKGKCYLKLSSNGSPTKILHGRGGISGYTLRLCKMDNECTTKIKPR
Target sequence (P03951 388-625 limits assumed): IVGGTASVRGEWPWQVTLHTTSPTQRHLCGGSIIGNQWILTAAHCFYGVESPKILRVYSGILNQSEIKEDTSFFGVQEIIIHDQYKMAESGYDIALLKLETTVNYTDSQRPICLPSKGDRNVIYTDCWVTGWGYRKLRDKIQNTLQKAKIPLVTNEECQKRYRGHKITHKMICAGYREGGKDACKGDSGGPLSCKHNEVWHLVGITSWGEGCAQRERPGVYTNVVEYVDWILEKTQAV
FXIIa inh: blocks human coagulation factor XIIa activity; P00748; purified human FXIIa, AMC substrate fluorescence, 2 h; inhibition, % at 10 µM; 0.2% of 33,000 active; in the data active = inhibition above about 30%;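 note: 0% = enzyme with vehicle only and 100% = no enzyme blank; many of its hits are not listed in these tables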
The depositor's hits bear a star. Some of the compounds tested; rates above refer to the full screens.

no.	FXIa inh	FXIIa inh	canonical_smiles
1	5	5	CCOc1ccc(N2C(=O)c3cccnc3C2Nc2ccc(C)c(C)c2)cc1 (stereo unspecified)
2	-1	6	CCOc1cc(/C=N/NC(=O)Cn2nc([N+](=O)[O-])cc2C)cc(Br)c1OCc1ccccc1C
3	-1	8	CCOC(=O)c1sc(NC(C)=O)nc1C
4	-1	9	Cc1ccc(S(=O)(=O)Nc2cc(-c3nn(C)c(=O)c4ccccc34)ccc2N2CCOCC2)cc1
5	3	10	CCNC(=O)/C=C1\NC(C)(C)Cc2c1ccc1ccccc21
6	-15	3	O=C(CN1CCCCCC1)Nc1ccc(Br)cc1
7	-3	8	Nc1ncn(C23CC4CC(CC(C4)C2)C3)n1
8	18	3	CCOc1cc(/C=N/NC(=O)CNc2cccc(C)c2)ccc1OC(=O)c1ccccc1
9	7	4	Cc1ccccc1-c1nnc(-c2ccc(Cl)cc2)o1
10	-13	3	O=C(NCc1ccccc1)c1csc2c1CCCCC2
11	-1	6	Cc1nc2nc(-c3cccnc3)[nH]n2c(=O)c1Cc1ccccc1
12	-8	5	O=c1cc(O)c(-c2ccccc2)c(Cl)[nH]1

7 compounds from above, arranged by molar mass, largest number first.
no.	FXIa inh	FXIIa inh	canonical_smiles
4	-1	9	Cc1ccc(S(=O)(=O)Nc2cc(-c3nn(C)c(=O)c4ccccc34)ccc2N2CCOCC2)cc1
5	3	10	CCNC(=O)/C=C1\NC(C)(C)Cc2c1ccc1ccccc21
10	-13	3	O=C(NCc1ccccc1)c1csc2c1CCCCC2
9	7	4	Cc1ccccc1-c1nnc(-c2ccc(Cl)cc2)o1
3	-1	8	CCOC(=O)c1sc(NC(C)=O)nc1C
12	-8	5	O=c1cc(O)c(-c2ccccc2)c(Cl)[nH]1
7	-3	8	Nc1ncn(C23CC4CC(CC(C4)C2)C3)n1

Remaining list, next part.
no.	FXIa inh	FXIIa inh	canonical_smiles
13	-4	-1	COC(=O)CSc1nc(-c2ccccc2)cc(-c2ccco2)c1C#N
14	14	-6	CCCS(=O)(=O)c1c(S(=O)(=O)CCC)c2c(N)cccn2c1C(=O)c1ccccc1
15	-2	-5	COc1cc(OC)cc(-c2cc3nc(C4CCN(C(=O)OC(C)(C)C)CC4)cc(=O)n3[nH]2)c1
16	30	3	CCOC(=O)C1=C(C)OC(N)=C(C#N)C1c1cc(C)sc1C (stereo unspecified)
17	-3	7	COc1ccc(OC)c(C2C3=C(CCCC3=O)NC3=C2C(=O)CCC3)c1
18	-4	-3	O=C(Nc1ccccc1N1CCCCC1)c1ccco1
19	5	2	COc1ccc(C2CCCN2C(=O)Nc2ccccc2)cc1OC (stereo unspecified)
20	1	-5	COc1ccc(Cn2nc(C)n(N(C)c3ncc(C(F)(F)F)cc3Cl)c2=O)cc1
21	-3	-11	Cn1c(C(=O)O)c(CC(=O)Nc2ccc(F)cc2F)c2ccccc21
22	-1	-8	CN(C)Cc1cc(C(C)(C)c2cc(CN(C)C)c(O)c(CN(C)C)c2)cc(CN(C)C)c1O
23	8	10	CC(=O)c1c(COC(=O)c2ccccc2)nc2ccccc2[n+]1[O-]
24	-6	14	c1coc(-c2nc3c([nH]2)CCc2nonc2-3)c1
25	3	1	CCN(CC)C(=O)CSc1nc(N)c(C#N)c(-c2cccs2)c1C#N
26	-6	9	CCCCCc1nnc(N)s1
27	-8	-2	COc1ccc(-c2noc(CCC(=O)N3CCC(C)CC3)n2)cc1
28	2	-11	Cc1nc2ccccc2c2c1C(=O)N(C(C)C)C2=O
29	-1	7	COc1cc(C(=O)N(Cc2cccc(Cl)c2)C2CCS(=O)(=O)C2)cc(OC)c1OC (stereo unspecified)
30	-5	7	COc1ccccc1C1(O)CCN(C(=O)c2cccs2)CC1
31	2	4	COc1ccc(-c2nc(CCNC(=O)c3cccs3)cs2)cc1
32	-3	1	COCCn1nnnc1CN1CCC(C)CC1
33	-8	0	COc1cc2cc(C(=O)O)[nH]c2c(OC)c1OC
34	3	8	CC1=C(C(=O)OCC2CCCO2)C(c2ccc(C)o2)C2=C(CC(c3ccc(N(C)C)cc3)CC2=O)N1 (stereo unspecified)
35	5	10	CCOC(=O)N1CCC(N2C(=O)c3ccccc3C2Nc2c(C)cccc2C)CC1 (stereo unspecified)
36	-3	3	Cc1cccc(NC(=S)N(CCN(C)C)C(C)c2ccccn2)c1 (stereo unspecified)
37	-2	-4	COc1ccccc1N1CCN(C(=O)CSc2nc(C)cc(=O)[nH]2)CC1
38	12	7	CCCn1c(C)cc(C(=O)COC(=O)c2cc(S(=O)(=O)NCC(C)C)c(Cl)cc2Cl)c1C
39	-10	-1	Cc1cccc(N2CCN(Cc3ccoc3)CC2)c1C
40	-1	14	O=C(C1CCC1)N1CCc2cc(S(=O)(=O)NCc3ccccn3)ccc21
41	22	-16	Cc1ccc(S(=O)(=O)n2nc(C)cc2C)cc1
42	-1	5	COc1ccc(S(=O)(=O)Nc2ccc(C(F)(F)F)cc2)cc1OC
43	11	4	N#Cc1c2n(c3c(=S)nc[nH]c13)CCCCC2
44	4	8	O=C(Cc1cccc2ccccc12)N/N=C/c1ccc(OC(=O)/C=C/c2ccco2)cc1
45	5	8	NC(=O)C1CCCNC1 (stereo unspecified)
46	-4	0	CC(C)n1nc(C(=O)Nc2nnc(SCc3c(Cl)cccc3Cl)s2)c2ccccc2c1=O
47	-7	-1	O=C(CSc1nnc(-c2ccccc2)n1C1CCCCC1)Nc1ccc(S(=O)(=O)Nc2ccccn2)cc1
48	5	1	CCn1c(C)c(C(C)=O)c(N2CCN(C(=O)c3ccco3)CC2)nc1=S
49	-9	4	Cc1ccc(N2C(=O)CSCC2=O)cc1
50	2	7	O=C(Nc1ccccc1)N(Cc1ccccc1)C1=NCCS1
51	2	0	Cc1ccnc(NC(=O)c2cc(S(=O)(=O)N3CCCCC3)ccc2Cl)c1
52	19	-14	CC(C)(C)N1CC(c2nc3ccccc3n2Cc2ccc(F)cc2)CC1=O (stereo unspecified)
53	-4	4	COc1ccc(CC(=O)c2cc(OC)c(OC)cc2CC(=O)O)cc1OC
54	-2	7	COc1ccccc1NC(=O)NC(=O)N(C(C)C)S(C)(=O)=O
55	-7	4	CCCCN1CC(O)=C(c2nc(-c3ccc(Cl)cc3)cs2)C1=N
56	-6	-3	CS(=O)(=O)N(CC(=O)Nc1ccc(C(N)=O)cc1)C1CCCCC1
57	8	7	CC(=O)c1c(OCC(=O)O)ccc2c(C)cc(=O)oc12
58	1	3	CS(=O)(=O)n1nc(-c2ccc(Cl)cc2)nc1SCc1ccccc1
59	-11	0	COC(=O)\C(C(C)=O)=C(/C=C/C=C/C=C/N(C)C)N(C)C
60	1	11	O=C(CCN1C(=O)c2ccccc2C1=O)Nc1cccnc1
61	8	5	FC(F)Sc1ccc(N=C2NN=C(c3ccc4c(c3)OCCO4)CS2)cc1
62	-9	3	CCCC(=O)Nc1ccc2c(c1)nc(CN1CCN(C(C)=O)CC1)n2C
63	-2	14	COc1ccc(CN2CCc3ccccc3C2)c(OC)c1OC
64	-1	-3	CC(=O)c1c(N2CCOCC2)nc(=O)n(-c2ccccc2)c1C
65	-2	17	Cc1ccc(Nc2ccccc2)cc1
66	5	-9	COc1ccccc1NC(=O)N(CCN1CCCC1)Cc1cc2cc(C)ccc2[nH]c1=O
67	-56	-13	CCN1C(=O)C2(C(C#N)=C(N)Oc3n[nH]c(-c4ccccc4)c32)c2ccccc21 (stereo unspecified)
68	-3	2	Nc1nnnn1/N=C/c1ccc(O)cc1
69	28	-10	O=C1NC2(CCCCC2)C(=O)N1c1ccccc1
70	-2	6	COC(=O)c1ccc(COc2ccc3c4c(c(=O)oc3c2)CCC4)o1
71	2	6	Cc1cccc(NC(=O)C2CCN(c3nc(C)cc(C)n3)CC2)c1
72	-2	6	Cc1cc(C)c(C#N)c(N2CCN(Cc3ccccc3)CC2)n1

Additional compounds.
no.	FXIa inh	FXIIa inh	canonical_smiles
73	-6	11	CCNc1nc(NC(C)CC)nc(Oc2ccc(=O)[nH]n2)n1 (stereo unspecified)
74	27	6	CCOC(=O)C1(C)/C(=N/Nc2cccc(Cl)c2)C(=O)C(=O)N1c1ccccc1 (stereo unspecified)
75	2	0	Cn1c(=O)c2cc(S(=O)(=O)Nc3cccc(F)c3)ccc2n(C)c1=O
76	1	-4	CC1(C)NC(=O)N(CCOCCOc2ccc3ccccc3c2Br)C1=O
77	0	9	CCCC(=O)Nc1ccc2nc(SCC(=O)Nc3nccs3)sc2c1
78	2	16	COc1ccc(Nc2nc3ccccc3n3cnnc23)cc1
79	5	10	CS(=O)(=O)N(Cc1ccc(Cl)cc1)c1ccc(C(=O)NCCSCc2ccco2)cc1
80	4	4	CCc1nnc(NC(=O)CSc2nccn2-c2cc(C)cc(C)c2)s1
81	6	4	O=C(O)C1CCCCC1C(=O)Nc1cccc(C(=O)N2CCCCC2)c1 (stereo unspecified)
82	-7	-30	Cc1ccc(NC(=O)CN2CCCN(S(=O)(=O)c3ccc(Br)s3)CC2)cc1
83	-5	-2	CCn1c(COc2ccc3c(c2)OCO3)nnc1SCC(=O)c1ccccc1
84	5	7	CC12CCC(C(=O)O)(C/C1=N\O)C2(C)C (stereo unspecified)

Record cards, from the list above. Values in the order: FXIa inh, FXIIa inh
CCNc1nc(NC(C)CC)nc(Oc2ccc(=O)[nH]n2)n1 (stereo unspecified) as listed: -6, 11
COC(=O)c1ccc(COc2ccc3c4c(c(=O)oc3c2)CCC4)o1 as listed: -2, 6
CCCCCc1nnc(N)s1 as listed: -6, 9
NC(=O)C1CCCNC1 (stereo unspecified) as listed: 5, 8
CCOC(=O)C1(C)/C(=N/Nc2cccc(Cl)c2)C(=O)C(=O)N1c1ccccc1 (stereo unspecified) as listed: 27, 6

Further compounds follow.
no.	FXIa inh	FXIIa inh	canonical_smiles
85	-1	-14	O=C1CCC(C(=O)NCCCn2ccnc2)N1 (stereo unspecified)
86	1	7	CCC1CCc2sc(C(=O)O)cc2C1 (stereo unspecified)
87	-3	1	Cn1c(Cc2csc(N)n2)nnc1SCC(=O)NCc1ccccc1
88	-8	0	Cc1cc(S(=O)(=O)NCC(c2ccccc2)c2ccccc2)ccc1-n1cnnn1
89	-7	6	COC(=O)Cn1cnc2c(C#N)c3n(c2c1=O)CCCC3
90	-3	10	CN(CC(=O)Nc1ccc(C#N)cc1)Cc1ccc(Cl)c(Cl)c1
91	-3	-3	CC(=O)c1c(C(C)=O)c(C)n(-c2ccc(O)cc2)c1C
92	-8	5	O=C(O)CCc1nn2c3ccccc3n(CC(=O)c3ccccc3)c2nc1=O
93	0	2	O=C(Cn1cnc2c(oc3ccccc32)c1=O)NCc1ccccc1
94	-3	3	O=c1[nH]nc2c3ccccc3cnn12
95	6	7	COC(=O)c1cc(NS(=O)(=O)c2ccc(NC(C)=O)cc2)cc(C(=O)OC)c1
96	-6	2	CCc1c(C(=O)N2CCN(c3ccccc3F)CC2)[nH]c(C)c1C(C)=O
97	4	5	COc1ccccc1N1CCN(Cc2cccs2)CC1
98	3	5	CCN(CC)CCNC(=O)C12CC3CC(CC(C3)C1)C2
99	-1	-1	O=C(O)c1cccc(C(=O)Cc2ccccc2)c1
100	4	2	O=C(CC1C(=O)NCCN1C(=S)Nc1ccccc1)Nc1ccc2c(c1)OCCO2 (stereo unspecified)
101	19	-12	CC(=O)Oc1ccccc1/C=C1\CCOC1=O
102	4	6	CC(=N\O)/C(CN(C)C)=N/O
103	-5	-2	CCCCc1ccc(NC(=S)NCc2cccs2)cc1
104	2	0	COc1ccc(C(=O)CSc2n[nH]c(N)n2)cc1
105	-4	0	Cc1ccc(N(CC(=O)Nc2ccc(C)cc2C)S(=O)(=O)N2CCCC2)cc1
106	11	4	Cn1cc(S(=O)(=O)N2CCN(c3ccccc3)CC2)c(=O)n(C)c1=O
107	-3	2	CCCCNC(=S)NNC(=O)c1csc(CC)c1
108	0	5	CCOc1ccc(NC(=O)CN2CC(c3ccccc3)CC2=O)cc1 (stereo unspecified)

Sorted by value in FXIIa inh (falling): 3 from the list above.
item	molecule	FXIa inh	FXIIa inh
97	COc1ccccc1N1CCN(Cc2cccs2)CC1	4	5
106	Cn1cc(S(=O)(=O)N2CCN(c3ccccc3)CC2)c(=O)n(C)c1=O	11	4
100	O=C(CC1C(=O)NCCN1C(=S)Nc1ccccc1)Nc1ccc2c(c1)OCCO2 (stereo unspecified)	4	2

(cont.)
no.	FXIa inh	FXIIa inh	canonical_smiles
109	0	6	C=CCNCc1cccn1-c1ccccc1
110	-2	0	COc1cc(OC)c(CN2CCCCCCC2)cc1Br
111	-4	0	COc1ccc2nc(NC(=O)Cc3cccs3)sc2c1
112	5	7	C[C@]12CC[C@@H]3c4ccc(OS(=O)(=O)O)cc4CC[C@H]3[C@@H]1CCC2=O
113	-3	1	O=C1CCCC2=C1C1c3ccccc3C(=O)N1c1ccc(C(=O)c3ccccc3)cc1N2 (stereo unspecified)
114	5	4	CCc1ccccc1NC1=NCC(=O)N1Cc1ccc(OC)cc1
115	-4	3	CCSc1nnc(NC(=O)COc2ccccc2)s1
116	-3	6	CCOC(=O)Cc1cn2c(=O)cc(CSCC(=O)Nc3ccc(C)c(C)c3)nc2s1
117	-10	5	O=C(CSc1nnc(CNc2ccc(F)cc2)o1)OC1CCCCC1
118	6	5	O=C(NCc1ccccc1)c1ccc(CN(c2ccccn2)S(=O)(=O)c2ccccc2)cc1
119	-5	-10	CCOC(=O)c1sc2nc(C)c3c(c2c1N)CC(C)(C)OC3
120	6	2	CCOC(=O)c1cc(-c2ccc(C#N)cc2)nc2c1c(C)nn2CCC#N
121	-3	1	COCC(=O)NC1CCN(C(=O)NCc2ccccc2)CC1
122	7	10	Cn1nc(-c2ccccc2)c(CSc2cccc(Cl)c2)c1Cl
123	-2	6	O=C(Nc1ccc2c(c1)CCC2)C1CCCO1 (stereo unspecified)
124	4	3	O=C(Nc1cccc(F)c1)C1CCN(C(=O)c2ccc(Br)cc2)CC1
125	-6	-8	CCOC(=O)C1=C(C)NC(C)=C(C(=O)OC)C1c1cccc([N+](=O)[O-])c1 (stereo unspecified)
126	1	1	Cc1ccc(C(=O)N/N=C\c2ccc[nH]2)cn1
127	1	7	CCS(=O)(=O)Nc1ccc(C(=O)c2ccccc2)cc1
128	-3	8	CCN(CCCNC(=O)CNC(=O)Cn1cnc2ccccc2c1=O)c1ccccc1
